UTI89 phage lysis: inhibition of K1F phage lysis, E. coli UTI89, bacterial capsule biogenesis inhibitors, alamar blue (AID 488966); E. coli UTI89 K1F phage lysis, alamar blue, 2 h; higher % means a stronger effect; one-dose inhibition, % at 100 µM; IC50 in µM for titrated hits; 340,000 tested, 0.02% active;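 active means phage lysis inhibition, versus mean bacterial control, above a set limit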;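 further: capsule biogenesis inhibitors block K1F phage lysis so surviving cells raise fluorescence; higher fluorescence means more inhibition of phage lysis; actives were called in the ten point dose series up to 300 µM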
Autophagy mod: autophagy modulators in MEF cells, primary screen, imaging, high-content, MEF GFP-LC3 | MEF GFP-LC3 puncta imaging; test concentration mostly 10 µM | calls only at 10 µM (by protocol) | 190,000 tested, 0.98% active | AID 463193, 2010;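 active means percentage of spot-positive cells more than 3 SD above its plate mean, without a fluorescence outlier flag or 80% toxicity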;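 further: spot-positive cell cutoff set from DMSO-treated cells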
WT yeast gro inh: growth inhibition of WT strain, primary screen, mitochondrial fusion inhibitor project, WT and mutant strains, chemical genetic; 190,000 tested, 2.1% active; mitochondrial fusion phenotypic screen; AID 1362, 2008; inhibition, % at 10 µM; in the data active means inhibition above about 58%; tested in S. cerevisiae
LYP inhibition: inhibitors of LYP phosphatase, biochemical, fluorescence intensity, uHTS (AID 1779) | Tyrosine-protein phosphatase non-receptor type 22 (Homo sapiens) | 290,000 tested, 0.054% active | inhibition, % at 11.5 µM, or IC50 in µM where a hit was titrated | recombinant LYP phosphatase, fluorescence intensity; higher % means a stronger effect; in the data active means inhibition above about 50%;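 further: plate controls were vehicle with enzyme for no effect and no enzyme for full effect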
AID2073: inhibitors of Mint1-CaV2.2 protein interaction, biochemical, HTRF (AID 2073); Voltage-dependent N-type calcium channel subunit alpha-1B (Homo sapiens); HTRF protein-protein interaction, Mint1-CaV2.2; higher % means a stronger effect; inhibition, % at 20 µM, or IC50 in µM where a hit was titrated; 290,000 tested, 0.19% active; in the data active means inhibition mostly above about 51%, no sharp cut-off; further: some results filed as inactive read as strong as hits
NTR1 ag: agonists of NTR1, primary screen, imaging, U2OS cells, beta-arrestin-GFP, high content (AID 493036). activation, % at 20 µM. 330,000 tested, 0.17% active. NTR1-U2OS beta-arrestin-GFP spot imaging, agonist mode;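 active means activation at or above 40% of the spot to cytoplasm intensity ratio, with at least 20 cells analyzed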;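 further: 0% = DMSO without peptide and 100% = 100 nM NTR1 peptide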
Target sequence (P30989 whole entry, looked up): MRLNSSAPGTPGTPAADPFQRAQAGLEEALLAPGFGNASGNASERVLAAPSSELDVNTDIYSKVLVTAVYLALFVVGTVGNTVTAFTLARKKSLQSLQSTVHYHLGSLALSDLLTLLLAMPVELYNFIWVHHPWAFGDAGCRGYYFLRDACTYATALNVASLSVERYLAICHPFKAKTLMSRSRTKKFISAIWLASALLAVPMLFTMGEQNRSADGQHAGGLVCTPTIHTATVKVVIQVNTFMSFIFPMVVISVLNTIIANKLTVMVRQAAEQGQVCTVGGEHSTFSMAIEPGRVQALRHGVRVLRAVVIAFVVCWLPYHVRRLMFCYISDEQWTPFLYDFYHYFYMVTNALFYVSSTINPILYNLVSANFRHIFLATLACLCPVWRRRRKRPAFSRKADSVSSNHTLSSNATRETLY
Dengue-2 NS5 capping: Dengue-2 NS5 methyltransferase inhibitors, primary screen, biochemical, confirmation dose response (AID 588689) | Genome polyprotein (Dengue virus type 2 (strain 16681-PDK53)) | Dengue-2 NS5 methyltransferase capping enzyme assay, biochemical; higher % means a stronger effect | inhibition, % at 25 µM, or IC50 in µM where a hit was titrated | 340,000 tested, 0.3% active; in the data active means a potency from the dose series
GPR35 arrestin U2OS: GPR35 antagonists blocking zaprinast-driven arrestin recruitment, primary screen, imaging, U2OS, beta-arrestin-GFP, zaprinast agonist (AID 2058); U2OS GPR35 beta-arrestin-GFP translocation imaging, zaprinast antagonism; higher % means a stronger effect; one-dose inhibition, % at 10 µM; IC50 in µM for titrated hits; 290,000 tested, 0.052% active;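 active means inhibition of at least 50% with at least 30 cells and total cytoplasm GFP at most 10,000,000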
RSV CPE inhibition: RSV antiviral activity via CPE protection, HEp-2 cells, primary 10 µM value included (AID 2391) | one-dose CPE inhibition, % at 10 µM; IC50 in µM for titrated hits | 310,000 tested, 0.13% active | HEp-2 cells, RSV-induced CPE inhibition; higher % means a stronger effect; in the data active means a potency from the dose series; further: strong numbers were not always called active
WT yeast gro inh mutant strain: second read-out of WT yeast gro inh, no call of its own (marks repeat the call); inhibition, %; mitochondrial fusion phenotypic screen, mutant strain inhibition
Autophagy mod cell loss 18 h: also measured in Autophagy mod; calls as there; toxicity, %; measured here: cell loss, nuclei count;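 cell loss after 18 h compound exposure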
NTR1 ag cell count 20 µM: further read-out of NTR1 ag, marked with its call; cell count; measured here: cell count, cytotoxicity flag
Dengue-2 NS5 capping pilot replicate: also measured in Dengue-2 NS5 capping; calls as there; inhibition, %; measured here: pilot screen replicate inhibition
The depositor's hits bear a star; i = inactive; / = no result given; + = active, no number; [ ] = remark or other dose.

SMILES	UTI89 phage lysis	Autophagy mod	Autophagy mod cell loss 18 h	WT yeast gro inh	WT yeast gro inh mutant strain	LYP inhibition	AID2073	NTR1 ag	NTR1 ag cell count 20 µM	Dengue-2 NS5 capping	GPR35 arrestin U2OS	RSV CPE inhibition	others
COc1ccc(C2C(C#N)=C(N)Oc3n[nH]c(C)c32)cc1Cn1nnc2ccccc21 (stereo not given)	-0.1%	i	1	-1	-10	-4%	11%	4.5	94	1%	7%	1.4%	Dengue-2 NS5 capping pilot replicate=-5.5
O=C(NCCc1ccccc1)c1nc(-c2cccs2)no1	0.2%	i	-1	11	14	-7%	-2%	-0.6	96	-3%	-8%	4.0%
Cc1ccc(N2CC(=O)N(NC(=O)CN3CCN(c4ccccc4)CC3)CC2=O)cc1	-0.3%	/	/	/	/	-6%	9%	0.0	48	3%	-1%	1.3%
CC1Cn2c(CCc3ccccc3)nnc2S1 (stereo not given)	2.6%	i	6	-7	17	-12%	0%	0.2	50	-1%	4%	0.6%
Cc1ccc(CCNC(=O)C2CCN(C(=O)N(C)C)CC2)cc1	4.0%	i	-1	-7	16	-3%	-4%	-0.6	43	-1%	13%	0.2%
O=S(=O)(Cc1ccc(Cl)cc1)Nc1ccc(Cl)cn1	0.1%	i	23	7	-12	4%	5%	-1.0	45	-5%	5%	-0.9%
O=S(=O)(c1ccc(F)cc1)N1CCN(CC(O)COc2ccccc2F)CC1 (stereo not given)	-0.1%	/	/	/	/	-1%	-2%	1.9	69	-4%	-6%	0.7%
COc1cccc(CC(=O)OCC(=O)Nc2nnc(-c3ccccc3)o2)c1	0.5%[50 µM]	/	/	/	/	/	/	0.2	59	-1%	/	0.0%
O=C(Nc1ccc(NC(=O)c2cc3ccccc3o2)cc1)c1ccco1	-0.8%	/	/	/	/	-7%	5%	0.3	49	-4%	-11%	1.5%
COc1ccccc1NC(=O)Nc1ccccc1Br	0.1%	i	17	15	8	-3%	9%	-0.4	79	-9%	-8%	2.4%
CC(C)N(Cc1cnn(C)c1)C(=O)c1ccc(OC2CCN(Cc3ccccn3)CC2)cc1	0.2%	/	/	/	/	-5%	-1%	-1.2	57	3%	-5%	-0.3%
COc1cc(NC(=O)CCNC(=O)Cn2ccc3ccccc3c2=O)cc(OC)c1OC	0.2%	/	/	/	/	-13%	9%	0.1	45	-3%	0%	1.1%
O=C1/C(=C/c2ccc(Cl)cc2)SC(=S)N1CCC(=O)N1CCCCC1CCO (stereo not given)	0.0%	/	/	/	/	4%	16%	2.8	84	-5%	-4%	4.4%
CC(C)COC(=O)c1ccc(N2C(=O)c3ccccc3C2=O)cc1	4.1%	i	11	-3	-4	-2%	-1%	1.3	41	-1%	-1%	0.8%
CCCN1CCN(C(=O)Cn2ncc3ccccc32)CC1	2.9%	i	-3	6	2	-2%	28%	4.0	66	3%	10%	0.1%
CC1C(=O)NN=C1C(=O)N/N=C/c1cccs1 (stereo not given)	-0.6%	i	10	-8	-6	4%	-9%	0.7	30	-8%	-5%	1.4%
O=C(Cc1cccs1)Nc1nnc(-c2ccncc2)s1	-0.2%	i	-6	11	-2	-2%	-12%	3.1	57	-6%	3%	-2.8%
C(=N\Nc1nc(N2CCOCC2)nc(N2CCOCC2)n1)/c1ccco1	/	i	-1	19	5	2%	18%	-0.6	46	/	11%	-1.0%
N#Cc1c(-c2ccc(F)cc2)cc(-c2cccs2)nc1SCC(=O)O	-0.3%	/	/	/	/	12%	21%	2.4	92	12%	8%	1.9%
COc1ccc(-c2cc(C3CCN(c4ncccc4[N+](=O)[O-])CC3)[nH]n2)cc1	2.5%	i	-2	72*	41*	4%	-6%	6.4	76	0%	6%	7.3%
CCc1nnc(NS(=O)(=O)c2ccc(NC(=S)NC(=O)/C=C/c3ccc(OC)cc3)cc2)s1	0.1%[50 µM]	i	-7	0	-1	0%	-3%	2.9	63	-2%	5%	2.7%
CCC(C)C(NC(=O)OCc1ccccc1)C(=O)OCN1C(=O)c2ccccc2C1=O (stereo not given)	0.3%	i	2	0	13	-4%	-8%	5.4	92	3%	-23%	0.7%
S=C(NC1CCCCC1)N1CCn2cccc2C1c1cccnc1 (stereo not given)	-0.1%	i	-2	10	8	-2%	-7%	2.4	57	-4%	8%	0.2%
CCOC(=O)C1=C(C)N(CCCCCC(=O)O)C(=O)NC1c1ccc(Br)cc1 (stereo not given)	0.4%	/	/	/	/	-14%	18%	4.1	52	-2%	-1%	-0.3%
COc1cccc(CN2CC(C(=O)N3CCCCCCC3)CCC2=O)c1 (stereo not given)	5.6%	/	/	/	/	-4%	12%	1.3	41	-4%	11%	2.1%
CN(C)C(=O)c1cn(N(C)c2ncc(C(F)(F)F)cc2Cl)c(=O)c2ccccc12	0.6%	i	0	7	24	-12%	3%	-1.9	67	-2%	13%	1.8%
O=C(Nc1ccc(N2CCOCC2)cc1)c1ccc(Cl)c(S(=O)(=O)N2CCCCC2)c1	0.0%[50 µM]	/	/	/	/	/	/	7.2	67	2%	/	2.4%
CC(=O)c1ccc(NC(=S)N2C(C)CCCC2C)cc1 (stereo not given)	/	i	8	0	14	3%	-45%	0.1	48	/	-4%	0.9%
O=C(NCCNC(=O)c1ccc(F)cc1)c1ccc(F)cc1	1.4%	/	/	/	/	/	/	-1.7	46	5%	/	1.4%
CN1CCN(c2ccc(CNS(=O)(=O)c3ccccc3)cc2)CC1	0.2%	/	/	/	/	-6%	11%	-0.9	43	-9%	-4%	0.0%
Cc1ccc2nc(SCC(=O)Nc3ccc4c(c3)OCO4)nc(=O)n2c1	1.3%[50 µM]	/	/	/	/	/	/	-1.2	65	-4%	/	1.5%
O=C(CCSCc1ccccc1Cl)NCc1cccs1	-0.1%	i	-53	-2	2	-6%	2%	0.1	60	-13%	-2%	0.3%
CC(=O)Nc1ccc(S(=O)(=O)NCCc2c[nH]c3ccc(C)cc23)cc1	-0.1%	/	/	/	/	-4%	11%	2.4	54	-3%	-4%	0.9%	Dengue-2 NS5 capping pilot replicate=-3.9
Cc1cc2c(c(=O)n1CCN(C)C)C(c1ccc(Cl)cc1)C(C#N)=C(N)O2 (stereo not given)	0.9%	i	1	-7	4	-7%	-2%	-0.7	55	-1%	17%	-0.7%
Cc1cccc2nc(C(F)(F)F)nc(=O)n12	-0.3%	i	41	43	36	-12%	-2%	2.2	40	6%	8%	1.1%
O=C(CSc1nnc(Cn2c(=O)sc3ccccc32)n1-c1ccccc1)NCC1CCCO1 (stereo not given)	6.1%	i	9	5	0	-2%	-12%	0.3	54	-20%	16%	0.1%
CC1CCCC(C)N1S(=O)(=O)c1ccc(Cl)cc1 (stereo not given)	-2.5%	/	/	/	/	-1%	3%	2.7	70	-3%	5%	1.7%
CCS(=O)(=O)N1CCC2(CC1)OCCN2S(=O)(=O)c1ccc(C)cc1	-1.5%	/	/	/	/	/	/	0.3	56	-6%	/	0.6%
CN(C)Cc1c(C(=O)N/N=C/CCc2ccccc2)nnn1-c1nonc1N	-0.1%	/	/	/	/	-1%	-4%	0.4	64	2%	-5%	0.9%
CCOC(=O)COc1ccc2c(c1)C(=O)CC(C)(C)O2	6.5%	i	6	-9	-5	-9%	28%	0.5	67	-10%	-3%	-0.5%
O=C(NCCCl)Nc1cccnc1Cl	-0.6%	i	21	-4	-14	-7%	2%	1.6	55	3%	16%	1.1%
Cc1nnsc1C(=O)Nc1ccccc1	1.0%[50 µM]	i	4	8	1	-8%	1%	2.2	72	-10%	4%	0.1%
COc1ccc(CN2CCC(C(=O)N3CCN(c4ccccc4F)CC3)CC2)cc1OC	1.1%	i	1	18	1	-1%	10%	-0.8	83	-6%	7%	-0.6%
O=C(O)c1nc(N2CCCCC2)ncc1Cl	-0.2%	i	-10	-12	-14	-1%	35%	-2.4	47	-2%	13%	0.5%
CCC(C)(C)n1nnnc1C(C(C)C)N1CCSCC1 (stereo not given)	0.9%	+	0.1*	-2	-14	-8%	2%	-1.7	32	-5%	9%	-1.1%
C=CCN(CC=C)S(=O)(=O)c1ccc(C(=O)Nc2nnc(COC)o2)cc1	0.0%	+	-2.0*	0	-4	-4%	-3%	-0.6	95	3%	-6%	2.5%
COc1cc(/C=N/NC(=O)c2cc(C34CC5CC(CC(C5)C3)C4)[nH]n2)ccc1O	-0.4%	i	11	5	-11	4%	-2%	8.6	39	-1%	14%	0.8%
CCOC(=O)Cc1csc(NC(=O)CN2C(=O)c3ccccc3C2=O)n1	-1.5%	/	/	/	/	-2%	24%	1.3	45	-6%	-1%	2.3%
O=C(NCC(c1cccnc1)N1CCN(c2ccccc2)CC1)C1CCCCC1 (stereo not given)	3.2%	i	-7	9	-6	-6%	-2%	-0.3	47	-3%	-7%	1.1%
CC(=O)c1cccc(NC(=O)N2CCCC2C(=O)Nc2cc(C)ccc2C)c1 (stereo not given)	2.1%	i	-11	36	23	-3%	2%	4.1	15	-9%	3%	1.4%
COc1ccc(S(=O)(=O)N2CCNCC2)cc1	-2.2%	/	/	/	/	-13%	4%	0.0	64	9%	-6%	-1.6%
Cc1ccc(-c2nnc(SCC(C)C)n2C)cc1	0.0%	i	-4	13	-6	-8%	-24%	-2.3	109	0%	-4%	1.3%
CCc1ccc(-n2c(=S)sc3c(=O)n(-c4ccccc4C)c(SCC(=O)O)nc32)cc1	0.0%	/	/	/	/	-3%	-1%	-1.7	95	-4%	8%	2.8%
COC(=O)c1c(NC(=O)c2ccccc2[N+](=O)[O-])sc2c1CC(C)(C)NC2(C)C	5.9%	i	15	16	12	-5%	3%	1.0	46	-4%	7%	-1.2%
CC1c2cc3c(cc2CCN1C(=O)c1cccc(F)c1)OCCCO3 (stereo not given)	-0.1%	/	/	/	/	-8%	8%	0.3	73	-4%	14%	2.6%

Ordered by formula weight (rising): part of the list above.
SMILES	UTI89 phage lysis	Autophagy mod	Autophagy mod cell loss 18 h	WT yeast gro inh	WT yeast gro inh mutant strain	LYP inhibition	AID2073	NTR1 ag	NTR1 ag cell count 20 µM	Dengue-2 NS5 capping	GPR35 arrestin U2OS	RSV CPE inhibition	others
CN1CCN(c2ccc(CNS(=O)(=O)c3ccccc3)cc2)CC1	0.2%	/	/	/	/	-6%	11%	-0.9	43	-9%	-4%	0.0%
C=CCN(CC=C)S(=O)(=O)c1ccc(C(=O)Nc2nnc(COC)o2)cc1	0.0%	+	-2.0*	0	-4	-4%	-3%	-0.6	95	3%	-6%	2.5%
CCOC(=O)C1=C(C)N(CCCCCC(=O)O)C(=O)NC1c1ccc(Br)cc1 (stereo not given)	0.4%	/	/	/	/	-14%	18%	4.1	52	-2%	-1%	-0.3%
O=C(Nc1ccc(N2CCOCC2)cc1)c1ccc(Cl)c(S(=O)(=O)N2CCCCC2)c1	0.0%[50 µM]	/	/	/	/	/	/	7.2	67	2%	/	2.4%

Rows were taken by chance, and some 2.6% of all compounds hit somewhere here.
